Compound activity (PubChem BioAssay)
LGR2 antag: inhibitors of bursicon-induced Drosophila LGR2 receptor cAMP signaling. HEK293 LGR2, CRE-luciferase, bursicon-stimulated, 4 h. inhibition, % at 9.99 µM. 380,000 compounds, 0.35% hits. AID 720647;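 active means drop in luminescence signal, shown as inhibition above about 50% in the replicate tests, limit read from the data, passing the limit was not always enough; inconclusive means probably only some replicates passing the limit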;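 further: agonist challenge used bursicon conditioned medium at about half maximal strength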
EWS-Fli block: inhibitors of EWS/Fli oncoprotein transcriptional activity. A673 NR0B1-luciferase reporter, viability-normalised. inhibition, % at 12.6 µM. 350,000 compounds, 0.67% hits;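 active means mean inhibition of at least 50% after viability correction, with every replicate also passing that limit; inconclusive means mean reaches 50% but only one of two replicates passes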;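 further: firefly luciferase signal divided by Alamar Blue viability fluorescence both relative to DMSO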
PglD DTNB: PglD (C. jejuni) enzyme inhibition. purified PglD enzyme, DTNB colorimetric CoA detection. inhibition, % at 12.5 µM. 360,000 compounds, 0.098% hits. AID 602405; in the data active means inhibition above about 16%, passing the limit was not always enough; inconclusive means no clear call, values can overlap the other calls; further: strong numbers were not always called active
FN deposit inh: fibronectin deposition inhibition. AH1F fibroblasts, Alexa488-fibronectin deposition fluorescence, overnight. AID 743247. inhibition, % at 12.6 µM. 350,000 compounds, 0.086% hits;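 active means mean inhibition across replicates of 30% or more, regardless of how many single replicates reach that level; inconclusive means mean under 30% yet at least half of replicates reach 30%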;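 further: positive control wells lacked labelled fibronectin entirely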
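material = AH1F fibroblast monolayer depositing Alexa488-labelled fibronectin into matrix | amount = 10000 AH1F cells/well | buffer or medium = DMEM plus 2% serum, read in PBS | incubation = 1 h cell adhesion before compound, then overnight fibronectin incubation | detection = fluorescence at 485 nm excitation, 525 nm emission | evaluation = percent inhibition as loss of matrix-bound fibronectin fluorescence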
S100A4 MyoIIA: S100A4-myosin IIA interaction inhibition. inhibition, % at 10.7 µM. S100A4/TAMRA-MyoIIA peptide fluorescence polarization. 360,000 compounds, 0.14% hits;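 active means mean inhibition of at least 70% across replicates, with every replicate also reaching that level; inconclusive means mean inhibition reaches 70% but some replicates fall short; inactive means mean inhibition below 70%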
Target sequence (P26447 whole entry, looked up): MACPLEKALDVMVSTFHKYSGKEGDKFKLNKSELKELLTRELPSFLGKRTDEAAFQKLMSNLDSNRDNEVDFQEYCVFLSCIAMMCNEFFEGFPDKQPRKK
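System – human S100A4 monomer protein, biochemical binding assay · Buffer or medium – Calcium-containing HEPES buffer, pH 7.2 · Timing – 5 min between mix addition and reading · Also added – TAMRA-labelled myosin IIA heavy-chain peptide probe, 5 nM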
ERAP1 HTS inh: ERAP1 (human) enzyme inhibition. recombinant ERAP1, Leu-AMC fluorescence, 60 min. AID 652197. 340,000 compounds, 0.15% hits. inhibition, % at 10.7 µM. Q9NZ08;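 active means mean replicate inhibition of at least 30%, or all replicates individually reaching that 30% level; inactive means mean below 30% and not every replicate reaching it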;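 further: 0% = neutral control wells and 100% = L-leucinethiol positive control wells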
Target sequence (Q9NZ08 whole entry, looked up): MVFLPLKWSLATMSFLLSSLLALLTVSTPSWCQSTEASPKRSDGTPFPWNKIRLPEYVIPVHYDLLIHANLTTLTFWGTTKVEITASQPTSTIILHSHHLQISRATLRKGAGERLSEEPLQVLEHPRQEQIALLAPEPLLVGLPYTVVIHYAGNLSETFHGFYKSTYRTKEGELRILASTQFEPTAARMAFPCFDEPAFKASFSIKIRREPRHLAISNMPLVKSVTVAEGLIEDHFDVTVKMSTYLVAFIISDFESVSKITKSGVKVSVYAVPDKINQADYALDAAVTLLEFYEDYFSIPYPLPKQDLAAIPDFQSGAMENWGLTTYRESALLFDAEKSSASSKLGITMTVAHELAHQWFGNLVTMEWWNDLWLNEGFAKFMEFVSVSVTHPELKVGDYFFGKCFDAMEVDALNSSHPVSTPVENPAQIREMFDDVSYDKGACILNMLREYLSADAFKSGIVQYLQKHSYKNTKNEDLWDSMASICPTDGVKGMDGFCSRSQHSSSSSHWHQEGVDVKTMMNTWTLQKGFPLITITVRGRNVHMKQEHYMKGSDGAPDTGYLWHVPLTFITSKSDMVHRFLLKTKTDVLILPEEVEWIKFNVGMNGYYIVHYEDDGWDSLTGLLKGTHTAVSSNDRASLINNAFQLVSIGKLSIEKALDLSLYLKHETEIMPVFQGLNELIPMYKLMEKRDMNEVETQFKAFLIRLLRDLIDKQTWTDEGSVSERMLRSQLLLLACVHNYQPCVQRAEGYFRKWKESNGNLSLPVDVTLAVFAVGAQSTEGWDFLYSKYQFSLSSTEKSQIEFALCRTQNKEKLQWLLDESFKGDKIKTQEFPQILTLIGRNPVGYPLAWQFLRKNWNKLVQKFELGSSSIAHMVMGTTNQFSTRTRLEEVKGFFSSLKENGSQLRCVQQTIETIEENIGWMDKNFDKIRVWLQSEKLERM
PGC1a acetyl inh: modulators of PGC1a acetylation | U2OS PGC1a acetylation, AlphaScreen anti-acetyl-lysine; with virally co-expressed GCN5 acetyltransferase | inhibition, % at 15.6 µM | 350,000 compounds, 0.17% hits | AID 651687;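 active means every replicate shows inhibition of at least 40%; inconclusive means mean inhibition at least 40% but some replicate below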;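 further: 0% = neutral control wells and 100% = positive control wells; some results beyond the cut were filed as inactive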
PAX8 inh HTS: lowers PAX8-driven luciferase in RMG-I cells. RMG-I TPO-luciferase reporter, SteadyGlo, 24 h. inhibition, % at 12.6 µM. 360,000 compounds, 1.2% hits. AID 652154;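 active means mean replicate inhibition at least 60% with every replicate also reaching 60%; inconclusive means only one of the two criteria is met; inactive means mean below 60% and not all replicates reaching 60%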;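 further: luciferase light reporting Pax8 driven TPO promoter activity; plate controls were median of neutral control wells for no effect and mitoxantrone controls for full effect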
Starred values were filed as active, the others as inactive; ? = inconclusive; . = not tested or not shown.

molecule	LGR2 antag	EWS-Fli block	PglD DTNB	FN deposit inh	S100A4 MyoIIA	ERAP1 HTS inh	PGC1a acetyl inh	PAX8 inh HTS
NC(=O)C1=CC2C3C=CC2(O)C(=O)OC3O1 (stereo not given)	10	-1	.	-5	13	-1	14	-83
COc1ccc(CC(=O)Nc2sc3c(c2C#N)CC(C)(C)NC3(C)C)cc1OC	-13	16	5	-10	-1	-2	-4	6
CCOc1ccc(NC(=O)CCC(=O)N2CCSc3ccccc32)cc1	8	-10	-3	-4	-1	.	-3	19
CC(C)NC(=O)N[C@H]1C=C[C@@H](CC(=O)NCc2ccc(Oc3ccccc3)cc2)O[C@@H]1CO	10	-9	-4	-4	-7	5	-6	-26
CCOc1ccc(NC(=O)CN(C)C(=O)CCCn2c(=O)oc3ccccc32)cc1OCC	2	0	5	2	-1	2	.	23
O=C(C[C@@H]1C[C@@H]2c3cc(NC(=O)C4CCC4)ccc3O[C@@H]2[C@H](CO)O1)NCCN1CCCCC1	3	1	-2	7	0	-1	2	-10
COC(=O)c1ccc(CN2C(=O)NC(c3ccccc3)(c3ccccc3)C2=O)o1	11	9	6	0	0	-1	.	8
Cc1ccnc(NCc2cccc3ccccc23)c1	-6	-1	2	9	-2	0	.	7
C[C@H](CO)N1C[C@H](C)[C@H](CN(C)S(=O)(=O)c2cn(C)cn2)Oc2c(NS(=O)(=O)c3cn(C)cn3)cccc2C1=O	-5	-2	4	.	-7	-1	14	-3
COc1ccc(-c2csc3ncn(CC(=O)N4CCOCC4)c(=O)c23)cc1	-7	0	.	-1	1	1	.	5
O=C(Nc1ccc(NC(=O)c2ccccc2F)cc1)c1cccs1	-38	-107	0	-5	-13	2	2	-143
COc1cc(C(=O)N/N=C/C2CC=CCC2)cc(OC)c1OC (stereo not given)	3	.	4	4	.	.	-5	-8
O=C(O)/C=C/C(=O)c1ccc2c(c1)CCc1ccccc1-2	26	?	5	13	11	6	-21	-10
CN1CCN(C(=O)/C(=C/c2cccnc2)NC(=O)c2cccc(Br)c2)CC1	-6	-1	-8	4	-4	0	-1	1
COc1cccc(CN2CCNC(=O)C2CC(=O)NCc2cc(C(C)C)no2)c1 (stereo not given)	23	14	5	1	0	9	24	15
C[C@H](CO)N1C[C@H](C)[C@H](CN(C)S(=O)(=O)c2ccc(F)cc2)Oc2c(NC(=O)Nc3cccc4ccccc34)cccc2C1=O	.	4	.	.	-11	1	5	.
COc1ccccc1N1CCN(C(=O)c2cc(-c3ccco3)on2)CC1	24	-9	.	-1	-3	-3	10	-3
CCOc1ccccc1NC(=O)C1CCCN(S(=O)(=O)c2ccc(-n3cnnn3)cc2)C1 (stereo not given)	8	1	-1	-5	-3	3	.	3
Cc1c(NC(=O)CN2C(=O)C(=O)N(Cc3ccccc3)C2=O)c(=O)n(-c2ccccc2)n1C	13	3	-2	-3	12	3	9	-13
C[C@H](NC(=O)[C@@H]1[C@@H](CO)[C@@H]2Cn3c(ccc(-c4cccnc4)c3=O)[C@@H]2N1C)c1ccccc1	1	10	1	.	2	0	.	2
CCOC(=O)c1nnn(-c2ccc([N+](=O)[O-])cc2)c1C	5	-6	.	2	3	0	-8	-12
O=C(c1ccc(F)cc1)N1CCCCC(Sc2nnc3ccccn23)C1=O (stereo not given)	-7	.	-3	.	4	-2	-7	.
O=C(/C=C/c1ccco1)c1ccc(NC(=O)C23CC4CC(CC(C4)C2)C3)cc1	.	1	5	1	1	-5	-3	9
Cc1ccc(CC2S/C(=N/N=C/c3ccco3)NC2=O)cc1 (stereo not given)	7	12	.	2	1	0	2	15
Cc1ccc(NC(=O)c2ccc(OC(=S)N3CCOCC3)cc2)cc1	.	.	8	-4	.	.	-12	-38
FC(F)(F)c1ccccc1NC(=S)NN=C1CCCCCC1	-12	-12	.	1	-1	2	.	1
O=C(NC1CCSc2ccccc21)c1ccccc1Cl (stereo not given)	-16	-29	-6	8	-1	4	-2	-37
Cc1ccnc(NC(=O)c2cc([N+](=O)[O-])cc([N+](=O)[O-])c2)c1	-7	-4	.	6	3	-1	.	1
N#Cc1c(NC(=O)C2CC=CCC2C(=O)O)sc2c1CCCCCC2 (stereo not given)	-1	.	-5	-12	.	.	4	-5
O=C(Nc1ccccc1F)N1C[C@@H]2N[C@H](C1)C2c1ccc(-c2ccccc2)cc1 (stereo not given in full)	24	-1	.	6	-10	-2	-15	41
CC=Cc1ccc2n(c1=O)C[C@@H]1[C@@H](CO)[C@H](C(=O)N[C@@H](C)c3ccccc3)N(C(=O)c3ccccn3)[C@H]21 (mixture of isomers)	8	-1	-2	-1	-1	0	.	-6
O=S(=O)(c1ccccc1)N1CCCCN2[C@H](CO)[C@H](c3ccc(-c4cncnc4)cc3)[C@H]2C1	-14	-9	1	.	5	0	3	-12
CN1C(=O)CS/C1=N\NC(=O)COc1cccc2cccnc12	-23	-4	.	4	-5	-4	0	25
O=C(COc1ccc(S(=O)(=O)N2CCOCC2)cc1)N1CCc2ccccc2C1	14	8	-1	3	-11	0	3	16
CC(C)c1cccc(-c2csc(C(O)c3ccc(F)cc3)n2)c1 (stereo not given)	-14	-6	0	-1	10	4	-16	-35
COc1cccc(-c2cc(C(=O)Nc3c(C)n(C)n(-c4ccccc4)c3=O)no2)c1	.	.	0	-3	.	.	2	-18
CC(C)NC(=O)CC(=O)N/N=C/c1cccs1	-36	11	4	-9	4	0	3	15
COc1ccc(-c2nn(-c3ccccc3)cc2C(=O)Nc2cccc(C(=O)O)c2)cc1[N+](=O)[O-]	-4	10	8	1	-3	-18	9	-22
O=C(CN1C(=O)NC2(CCOc3ccccc32)C1=O)c1ccc(F)c(F)c1 (stereo not given)	20	5	.	2	-1	2	.	11
CC(=O)Nc1cccc(-c2ccnc3c2CC(C)(C(=O)NCc2cccc(Cl)c2)O3)c1 (stereo not given)	-15	20	-3	20	0	1	-16	12
O=C(C[C@@H]1CC[C@H]2[C@@H](COC[C@H](O)CN2S(=O)(=O)c2cccc(F)c2)O1)Nc1ccccc1	11	.	3	6	-2	-3	-7	.
COc1cc(Cl)ccc1OC1(C)CCN(Cc2cccc(OC)c2OC)C1 (stereo not given)	6	3	0	-4	0	0	.	6
Cc1ccc(/C=N/NC(=O)CNC(=O)c2ccc(S(=O)(=O)N(C)C)cc2)cc1	-8	-14	.	-11	1	0	.	10
C[C@@H]1CN([C@H](C)CO)C(=O)c2cc(C3=CCCCC3)cnc2O[C@H]1CN(C)Cc1ccccc1C(=O)O	-10	0	10	.	8	1	4	.
COCCNS(=O)(=O)c1ccc(SC)cc1	-7	11	-4	.	-7	-1	-23	.
O=C(O)c1cc(N=Nc2c(O)[nH]c3ccc([N+](=O)[O-])cc23)ccc1Cl	7	-11	.	3	-1	-68	.	3
COc1cc(/C=N/NC(=O)c2cccc([N+](=O)[O-])c2)ccc1OCc1ccc(C)cc1	.	.	-4	2	.	.	-7	-178
O=C(NCCS(=O)(=O)N1CCN(c2ccccc2F)CC1)c1cccs1	3	-1	2	-5	-1	-3	.	6
CCc1nc2c(OCC(=O)c3ccc(F)cc3)cccn2c1N(C)C(=O)c1cccs1	11	-12	-4	.	-4	0	3	4
C[C@H](CO)N1C[C@H](C)[C@H](CN(C)Cc2ccc(-c3ccccc3)cc2)Oc2ccc(NC(=O)Nc3cccc4ccccc34)cc2CC1=O	14	-1	4	.	8	6	-11	2
CC(=O)N1c2ccc(S(=O)(=O)N(C)CC(=O)NC(C)c3ccccc3)cc2CC1C (stereo not given)	3	-4	3	-10	-1	1	-7	17
NC(=O)c1ccsc1NC(=O)CN1C(=O)NC2(CCCC2)C1=O	-13	-12	0	-1	0	-5	8	8
COC(=O)C(/C=N/O)NC(=O)c1ccccc1 (stereo not given)	4	2	.	.	0	11	11	-20
CCCOC(=S)N/C(=N\S(=O)(=O)c1ccccc1)c1ccccc1	-2	.	-1	2	.	.	-2	.
C[C@H](NC(=O)C[C@@H]1CC[C@@H]2[C@H](COC[C@@H](O)CN2C(=O)Nc2cccc(Cl)c2)O1)c1ccccc1	-5	-19	2	1	.	.	5	-2
CCN(CC)S(=O)(=O)c1ccc(O)c(NC(=O)c2ccc(N3CCOCC3)c([N+](=O)[O-])c2)c1	-8	6	2	-6	-7	-4	-4	-2
CCC(c1ccccc1)c1noc(CCN(CC)CC)n1 (stereo not given)	.	1	-3	4	0	-1	-2	20
Cc1ccc(NC(=O)C2CCN(c3ncnc4c3nc3n4CCCCC3)CC2)cc1Cl	13	.	6	-8	2	-2	-3	-7
O=C(Nc1ccccc1)c1ccccc1N=Cc1cccc(O)c1	9	1	1	4	3	8	4	-3
O=C(c1noc2c1CCCC2)N1CCc2ccccc2C1	-43	-96	-5	5	0	-1	.	-117

Next results
molecule	LGR2 antag	EWS-Fli block	PglD DTNB	FN deposit inh	S100A4 MyoIIA	ERAP1 HTS inh	PGC1a acetyl inh	PAX8 inh HTS
COc1ccc(-c2cnc3c(c2)C(=O)N([C@@H](C)CO)C[C@@H](C)[C@@H](CN(C)S(=O)(=O)c2ccc(OC)cc2)O3)cc1	-5	-2	.	17	.	.	19	.
CC(NC(=O)CNC(=O)C1CCCCC1)c1cccc(Cl)c1 (stereo not given)	-10	-12	-5	-4	-5	-4	5	2
N/C(=N\OC(=O)/C=C/c1ccccc1)c1ccc(Br)cc1	-26	-7	0	0	-13	2	.	-32
CCN(CC)S(=O)(=O)c1ccc2c(c1)[nH]c(=S)n2CC	-13	12	.	-3	4	2	-18	3
CC(=O)Nc1cccc(OCc2cccc([N+](=O)[O-])c2)c1	-40	-34	.	-3	1	4	.	-71
C[C@H](CO)N1C[C@H](C)[C@H](CN(C)C(=O)NC2CCCCC2)Oc2c(NC(=O)c3ccc(-c4nccs4)cc3)cccc2C1=O	13	-13	-1	11	-4	1	2	.
Cc1ccc(S(=O)(=O)N(C)C[C@H]2OCCCC[C@@H](C)Oc3ccc(NC(=O)Nc4ccc5c(c4)OCO5)cc3C(=O)N([C@H](C)CO)C[C@@H]2C)cc1	5	-23	-2	-16	2	0	-2	-33
Cc1ccc2[nH]c(=O)cc(C(=O)OCC(=O)c3ccc(F)cc3)c2c1	-5	3	0	-6	-4	-1	-11	0
CCCCC1=CC2=C(c3ccco3)C(=O)C(C)(OC(=O)c3ccc(OC)cc3)C(=O)C2=CN1CCOC (stereo not given)	8	-20	-2	-5	.	.	-10	-1

In the list so far, these contain an aryl thioether with sulfur outside any ring.
molecule	LGR2 antag	EWS-Fli block	PglD DTNB	FN deposit inh	S100A4 MyoIIA	ERAP1 HTS inh	PGC1a acetyl inh	PAX8 inh HTS
O=C(c1ccc(F)cc1)N1CCCCC(Sc2nnc3ccccn23)C1=O (stereo not given)	-7	.	-3	.	4	-2	-7	.
COCCNS(=O)(=O)c1ccc(SC)cc1	-7	11	-4	.	-7	-1	-23	.
